Source: PubChem
LAP4-GFP MLPCN – modulators of TOR pathway LAP4-GFP in S. cerevisiae; S. cerevisiae LAP4-GFP multiplex, flow cytometry GFP, 3 h; median GFP as percent of DMSO wells; GFP response vs DMSO, % at 10 µM; actives 0.34% (n = 320,000); AID 2023;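 active = GFP response vs DMSO above a set limit, about the screen mean plus 3 SD, cut at about 150% in these data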
MEP2 TOR yeast – yeast TOR pathway MEP2-GFP modulation; GFP response vs DMSO, % at 10 µM; S. cerevisiae MEP2-GFP strain, flow cytometry GFP, 3 h; 100% = DMSO control level; actives 0.51% (n = 330,000);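 active = GFP response versus DMSO above a set limit, roughly screen mean plus 3 SD, cut at about 180% in these data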;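 note: median GFP fluorescence of the barcode-gated MEP2-GFP cells per well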
GASC-1 inh – inhibitors of human GASC-1 (JMJD2C) demethylase; Q9H3R0; GST-JMJD2C(1-420) H3K9me3 demethylation, DELFIA europium; inhibition, % at 2.35 µM; actives 0.069% (n = 330,000); AID 2099;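 active = more than half of a compound's replicate wells show inhibition beyond 50%, single wells judged on their own value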;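 note: signal counts dimethyl H3K9 product captured on neutravidin plate; 0% = median of DMSO wells and 100% = 0.3 times that DMSO median; strong numbers were not always called active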
Target sequence (Q9H3R0 1-420 limits assumed): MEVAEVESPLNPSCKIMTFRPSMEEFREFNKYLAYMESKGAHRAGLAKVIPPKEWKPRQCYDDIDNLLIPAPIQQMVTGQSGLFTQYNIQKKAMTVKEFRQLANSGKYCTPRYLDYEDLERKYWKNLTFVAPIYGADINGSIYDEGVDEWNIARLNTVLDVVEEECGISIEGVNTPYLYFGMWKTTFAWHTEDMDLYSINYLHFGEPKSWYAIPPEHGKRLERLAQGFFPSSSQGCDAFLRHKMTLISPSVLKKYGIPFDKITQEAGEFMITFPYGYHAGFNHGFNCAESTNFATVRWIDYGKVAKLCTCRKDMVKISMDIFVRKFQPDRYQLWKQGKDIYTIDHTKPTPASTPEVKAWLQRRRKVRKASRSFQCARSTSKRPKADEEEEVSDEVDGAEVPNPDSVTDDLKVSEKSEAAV
CR mimetic SO – yeast age-related superoxide inhibition as caloric restriction mimetic; S. cerevisiae aged cells, superoxide DHE fluorescence; active compounds read low; superoxide response (% of plate mean), % at 10 µM; actives 0.18% (n = 330,000); AID 2690;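 active = superoxide response under a set limit, about three screen SD below normal, cut at about 65% in these data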;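 note: yeast aged for seven days with compound at 30 °C before DHE staining; 100% = average MFI of all compound-treated wells on the plate with controls excluded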
AHR activator – human AHR activation; P35869; AHR-responsive luciferase reporter cells, luminescence; AID 2796; actives 2.5% (n = 320,000); activation, % at 5 µM; in the data active = activation above about 47%;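 note: 0% = vehicle wells and 100% = reference agonist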
RPL19A-GFP yeast – modulators of TOR pathway RPL19A-GFP in S. cerevisiae. S. cerevisiae RPL19A-GFP strain, flow cytometry, 3 h; active compounds read low. percent response vs DMSO, % at 10 µM. actives 0.3% (n = 330,000);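 active = percent response vs DMSO below 50%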;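 note: median channel GFP fluorescence of the barcoded RPL19A-GFP strain; ratio of sample median GFP to plate DMSO average so 100% = DMSO; lower means less RPL19A-GFP as with rapamycin TOR inhibition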
procasp7 counter – activates human procaspase-7, counter-screen for procaspase-3 activators | recombinant procaspase-7, Ac-DEVD-pNA absorbance 405 nm; D23A/D198A/D206A triple mutant, cannot self-cleave; scale: DMSO 0, 5 µM enzyme 100 | actives 0.093% (n = 330,000) | AID 463210 | activation, % at 8.5 µM;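 active = percent activation above the screen-wide mean plus 3 SD, cut at about 25% in these data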
Target sequence (P55210 whole entry D23A/D198A/D206A): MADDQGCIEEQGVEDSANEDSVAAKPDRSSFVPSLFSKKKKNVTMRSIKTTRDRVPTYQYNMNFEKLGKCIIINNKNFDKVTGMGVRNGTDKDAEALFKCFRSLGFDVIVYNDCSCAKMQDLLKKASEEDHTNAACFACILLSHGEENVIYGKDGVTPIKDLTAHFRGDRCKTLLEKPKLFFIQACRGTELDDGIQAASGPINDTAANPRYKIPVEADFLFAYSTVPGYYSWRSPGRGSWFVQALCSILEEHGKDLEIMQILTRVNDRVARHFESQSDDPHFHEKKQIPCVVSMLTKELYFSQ
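signal = Epi-absorbance of released pNA at 405 nm, two timepoints | assay system = Uncleavable procaspase-7 mutant enzyme | reagent = Ac-DEVD-pNA substrate, 400 µM as added | times = 1 h enzyme–compound preincubation and 2 h substrate reaction, both 25 °C | benchmarks = low DMSO alone, high DMSO plus 5 µM PC-7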
proCasp3 act – activates human procaspase-3; recombinant procaspase-3 D3A, Ac-DEVD-pNA absorbance 405 nm; actives 0.11% (n = 330,000); P42574; activation, % at 8.5 µM;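 active = activation above the mean of all tested compounds plus 3 SD, cut at about 21% in these data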;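 note: 0% = DMSO alone and 100% = DMSO wells spiked with extra 5 µM PC-3 D3A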
Target sequence (P42574 whole entry D9A/D28A/D175A): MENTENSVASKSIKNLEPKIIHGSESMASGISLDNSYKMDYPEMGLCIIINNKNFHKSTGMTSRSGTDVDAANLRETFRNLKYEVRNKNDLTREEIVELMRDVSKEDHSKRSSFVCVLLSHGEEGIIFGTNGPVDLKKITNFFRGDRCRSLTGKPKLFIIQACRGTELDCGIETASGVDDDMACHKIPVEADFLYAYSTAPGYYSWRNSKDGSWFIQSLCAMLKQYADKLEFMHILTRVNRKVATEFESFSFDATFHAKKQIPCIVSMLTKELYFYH
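Test system: Procaspase-3 D3A mutant, all three cleavage aspartates alanine | Dosing: Single dose, 8.5 µM nominal compound, 0.8% DMSO | Schedule: 1 h preincubation, 2 h reaction | Technique: 405 nm absorbance of p-nitroaniline, reads at 0 and 120 min | Repeats: One well per compound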
* marks the source's active call; other numbers are inactive results; . = not tested or not shown; & = joins results of further samples.

SMILES	LAP4-GFP MLPCN	MEP2 TOR yeast	GASC-1 inh	CR mimetic SO	AHR activator	RPL19A-GFP yeast	procasp7 counter	proCasp3 act
COc1ccccc1C(=O)NNC(=O)c1ccc(Cl)cc1	116	77	.	81	7	95	8	-9
Cc1onc(-c2c(F)cccc2Cl)c1C(=O)Nc1nnc(C(F)(F)F)s1	87	101	-2	109	31	103	7	3
Cc1nc(SCC(=O)Nc2ccccc2Cl)oc1C	106	99	-2	109	-3	102	2	-3
C=CCN(c1ccccc1)S(=O)(=O)c1cc2c(cc1C)NC(=O)CO2	102	101	-12	111	1	92	5	1
Nc1nc(SCc2ccc(Br)cc2)n[nH]1	87	101	-1	49*	5	100	-6	-1
O=C(CN1C(=O)C(=O)c2ccccc21)NCCc1ccccc1	99	100	1	113	4	94	2	5
Cc1nc2ccccc2c(=O)n1NCc1cc(Br)cs1	112	104	-5	99	18	101	1	8
CCCSc1nnc(NC(=O)c2nc(SC)ncc2Cl)s1	113	99	1	145	2	98	3	6
Cc1c(C(=O)N2CCOCC2)c(S(=O)(=O)Nc2ccc(F)cc2)c(C)n1C	102	106	0	110	2	108	-9	1
C/C(=C\C(=O)N1CCc2ccccc21)C(=O)O	94	100	1	97	16	94	-4	5
COc1cc(NC(=O)N[C@H](C(=O)O)C(C)C)cc(OC)c1	108	104	-6	117	3	101	-2	-1
O=C(COC(=O)c1ccc(Cl)c(S(=O)(=O)N2CCc3ccccc3C2)c1)Nc1ncc(Cl)cc1Cl	104	112	8	111	5	97	-2	-2
O=C(Cc1c(O)c2ccccc2oc1=O)c1ccc(F)cc1	104	104	-2	105	-2	102	-2	3
O=C(c1cc(-c2ccc3c(c2)OCO3)on1)N1CCN(c2ccc(F)cc2)CC1	87	95	0	121	-2	86	-1	2
Cc1ccc(S(=O)(=O)CC2CSc3nc(N)cc(=O)n32)cc1 (centres undefined)	95	101	4	93	-2	101	10	4
C#CCOCCOCCOCCNc1nc(N2CCOCC2)nc(N2CCN(C(=O)[C@H](Cc3cc4ccccc4[nH]3)n3cc([C@@H](N)Cc4ccc(O)cc4)nn3)CC2)n1	107	89	-10	105	5	103	8	3
O=C(O)c1cccc(Cn2c(Cl)c(/C=N/NC(=O)c3ccc(O)cc3)sc2=O)c1	100	104	-1	109	3	101	4	-4
CC1CCCCN1CCCNC(=O)CCCN1C(=O)c2cccnc2Sc2ccccc21 (centres undefined)	106	110	-4	92	-1	103	4	3
Cc1cccc(C)c1NC(=O)CNC(=O)c1ccncc1	72	93	7	89	0	95	12	8
CC(=O)Nc1sc(C)c(C)c1C(=O)OC(C)C	98	97	-3	91	13	99	-12	2
COc1ccc(-n2c(=O)[nH]cc(C(=O)N3CCc4ccccc43)c2=O)cc1	91	97	26	112	-3	91	2	-2
Cc1cccc(/C=N\NC(=O)c2ccccc2-n2cccc2)c1	111	98	-2	95	34	93	0	6
COc1cc(C(=O)O)nc(OC)n1	108	98	-22	98	3	98	-13	0
O=C(Nc1cccc(-c2nnc(-c3ccccc3)o2)c1)c1ccc(Br)o1	137	87	-1	99	4	92	-1	9
Cc1ccc2nc(-c3ccccc3Cl)cc(C(=O)Nc3cc(C)on3)c2c1	101	95	-10	101	5	97	5	5
CCC(C)NC(=O)c1ccc(CSCc2ccccc2Cl)o1 (centres undefined)	95	104	-5	89	0	98	1	-3
Cc1ccc(C)c(N2CCN(C(=O)CCS(=O)(=O)c3ccc4c(c3)NC(=O)CO4)CC2)c1	97	99	59	79	2	100	0	-12
COc1ccc(NC(=O)C2=CC(c3ccc(C)cc3)=NS(=O)(=O)N2C)cc1OC	98	101	3	91	7	88	-5	-1
CCOc1ccc(NC(=O)CN(C)C(=O)CCNC(=O)c2ccco2)cc1OCC	87	92	5	103	0	90	-6	2
Cc1nc2ccc(NC(=S)NCc3ccccc3)cc2nc1C	105	104	-4	120	-8	114	2	6
COc1ccc([N+](=O)[O-])cc1C(=O)Nc1ccc(OCC(=O)N2CCOCC2)cc1	98	106	-8	102	-4	107	6	3
CC(C)Cn1nc(C(=O)OCC(=O)NCC(F)(F)F)c2ccccc2c1=O	100	98	18	77	2	102	6	-5
Cc1ccc(SCC(=O)Nc2ccc(N3CCOCC3)cc2)cc1C	124	108	1	97	3	103	7	5
C=CCn1c(SCC(=O)Nc2nncs2)nnc1-c1ccco1	95	100	-3	93	0	100	-10	-1
C=CCN1C(=O)C(CC(=O)Nc2ccc(OC)cc2)SC1=Nc1ccc(S(N)(=O)=O)cc1 (centres undefined)	107	97	1	90	-1	105	3	5
O=C(CCC(=O)OCC(=O)c1ccc(F)cc1)NC1CCCCC1	107	105	10	101	0	109	-6	6
CCn1nc(NC(=O)c2cccs2)c2cc3ccccc3nc21	103	92	-3	98	48*	90	-6	-6
O=C(Nc1ccnn1C1CCN(C(=O)c2ccc(Cl)cc2)CC1)C1CC1	99	97	2	94	3	102	1	0
CN(C(=O)C1CCOC1)c1nnc(-c2ccccn2)s1 (centres undefined)	93	92	-8	92	-2	94	4	-5
CCn1c(SCC(=O)N2CCOCC2)nc2sc3c(c2c1=O)CCCC3	97	86	2	132	2	.	1	0
CCCN(CCC)S(=O)(=O)c1ccc(C(=O)Nc2nnc(-c3cc(OC)cc(OC)c3)o2)cc1	98	105	5	119	0	101	-7	8
CCC(C(=O)Nc1cccc(OC)c1)n1nc(C)c2c(C)n(-c3ccccc3)nc2c1=O (centres undefined)	111	100	0	122	0	105	13	6
Oc1ccccc1-c1nc2ccccc2nc1-c1ccccc1	109	99	-12	95	12	101	8	5
Cc1ccsc1C(=O)NCc1ccc(Cl)cc1	92	84	54	100	8	89	4	7
CC(=O)N1CC=C2C(C#N)=C(N)C(C#N)(C#N)C(C)C2C1 (centres undefined)	93	102	0	100	3	103	-5	5
O=Cc1cc(Br)c(OC(=O)N2CCOCC2)c(Br)c1	93	100	-4	100	3	99	8	-2
O=C(c1ccccc1F)N1CCN(S(=O)(=O)c2ccc3ccccc3c2)CC1	97	102	-6	103	0	103	-5	3
COc1ccc(Cl)cc1NC(=O)Nc1ccccc1SC	103	90	5	101	22	95	5	7
O=C(CNC(=O)c1ccc(Cl)cc1Cl)NCc1ccccn1	90	95	-1	111	8	98	8	-1
CNC(=S)N/N=C/c1c(C)cccc1Cl	113	103	0	100	0	100	0	5
COc1ccc(CCNC(=O)COC(=O)c2ccc([N+](=O)[O-])o2)cc1	95	93	5	131	-1	98	3	14
Cc1cc(NS(=O)(=O)c2ccc(NC(=O)c3ccccc3F)cc2)no1	100	93	-4	90	1	94	13	-1
COc1cc2c(cc1OC)C(C)N(C(=O)C1COc3ccccc3O1)CC2 (centres undefined)	97	95	-6	102	0	92	7	-3
COC(=O)c1ccccc1NC(=O)C1CCCC1	100	99	3	102	2	100	-3	-1
CC(=O)c1ccc(NC(=S)N2CCC(Cc3ccccc3)CC2)cc1	97	99	0	91	0	99	-5	-6
COc1cc(CCC(=O)OCC(=O)Nc2c(Cl)cccc2Cl)cc(OC)c1OC	98	93	10	119	3	95	-7	-6
CC(=O)NCc1ccc(S(=O)(=O)N2CCN(c3ccccn3)CC2)cc1	94	98	2	92	-2	99	7	-7
COCCNC(=O)CSc1nnc(-c2ccccc2)c(-c2ccccc2)n1	107	95	44	107	2	99	6	-1
CCc1nc(Nc2cccc(O)c2)c2oc3ccccc3c2n1	88	111	-4	106	.	102	.	.
COc1cccc(NC(=O)CSCC(=O)Nc2ccccc2)c1	97	104	-3	118	8	101	-2	2

2 entries drawn at random from the list so far, as already listed:
SMILES	LAP4-GFP MLPCN	MEP2 TOR yeast	GASC-1 inh	CR mimetic SO	AHR activator	RPL19A-GFP yeast	procasp7 counter	proCasp3 act
O=C(c1ccccc1F)N1CCN(S(=O)(=O)c2ccc3ccccc3c2)CC1	97	102	-6	103	0	103	-5	3
Cc1ccsc1C(=O)NCc1ccc(Cl)cc1	92	84	54	100	8	89	4	7

Taken from above.
CC(=O)NCc1ccc(S(=O)(=O)N2CCN(c3ccccn3)CC2)cc1 in proCasp3 act has -7
Cc1ccsc1C(=O)NCc1ccc(Cl)cc1 in AHR activator has 8
COC(=O)c1ccccc1NC(=O)C1CCCC1 in LAP4-GFP MLPCN has 100
CC(=O)c1ccc(NC(=S)N2CCC(Cc3ccccc3)CC2)cc1 in CR mimetic SO has 91
Cc1cc(NS(=O)(=O)c2ccc(NC(=O)c3ccccc3F)cc2)no1 in LAP4-GFP MLPCN has 100

(list continues)
SMILES	LAP4-GFP MLPCN	MEP2 TOR yeast	GASC-1 inh	CR mimetic SO	AHR activator	RPL19A-GFP yeast	procasp7 counter	proCasp3 act
O=S(=O)(Nc1cccnc1)c1ccc2c(c1)OCCO2	95	106	5	94	-1	98	0	4
COc1ccccc1NC(=O)N1CCOCC1	120	107	1	104	2	110	1	8
CC(=O)Nc1ccc(C(=O)N/N=C(\C)CC(=O)Nc2ccc(OCc3ccccc3)cc2)cc1	104	101	-7	104	5	105	-4	7
Nc1ccc(C(=O)NCc2ccccc2)cc1	118	113	0	112	0	99	2	1
Cc1nn(CC(=O)NCCc2ccccc2)c(=O)c2ccccc12	98	95	14	92	3	99	2	6
COc1cccc(CN2CCN(Cc3cc(OC)c(OC)cc3[N+](=O)[O-])CC2)c1	97	92	-10	102	-3	91	-7	-1
CC(=O)c1cn(CC(=O)Nc2ccccc2F)c2ccccc12	103	104	-5	116	16	104	-9	6
CCOC(=O)c1c(NC(=O)C[n+]2ccccc2)sc2c1CCCC2	105	109	-8	96	0	103	12	5
Cc1c(NC(=O)C(C)OC(=O)c2cccnc2Cl)c(=O)n(-c2ccccc2)n1C (centres undefined)	97	100	11	123	0	100	5	6
O=C(NC(=S)NCc1ccccc1)c1ccccc1[N+](=O)[O-]	109	110	3	108	2	101	-10	-5
O=C(COC(=O)/C=C/c1ccc(OC(F)F)cc1)NC1CCCC1	109	102	-2	82	0	100	6	-2
O=C(COC(=O)COc1ccccc1)Nc1ccc2c(c1)OCCO2	98	106	1	115	-2	101	-4	3
CC(C)SCCCCOc1ccc2ccccc2c1	97	102	2	70	2	.	-3	7
Cc1ccc(C(C)C)c(OCCCNCc2cccnc2)c1	104	105	2	80	4	104	-1	-1
NS(=O)(=O)c1ccc(CCNC(=O)CNC(=O)c2ccccc2F)cc1	98	105	0	98	-2	108	1	4
COc1cc(/C=C2\N=C3CCCCCN3C2=O)ccc1O	83	101	6	99	2	102	-7	-4
CCOC(=O)N1CCN(C(=O)c2ccc3nc(C)sc3c2)CC1	98	95	-5	97	1	98	-6	8
COc1ccc2c(c1)c(=O)c(C(=O)c1ccccc1)cn2Cc1ccc(C)cc1	98	93	2	95	-3	101	7	5
COc1ccc(N(C(=O)CNC(=O)c2cccs2)C(C(=O)NCC2CCCO2)c2ccccc2)cc1OC (centres undefined)	112	101	-1	87	1	97	-2	-5
CN(CC(=O)NC(=O)NCc1ccccc1)Cc1ccc(Cl)cc1	90	95	9	91	1	93	-3	3
CCC(C)(C)C1CCc2c(sc(NC(=O)c3ccoc3C)c2C(N)=O)C1 (centres undefined)	95	102	4	104	-8	97	2	0
O=C(COC(=O)c1nc(Cl)ccc1Cl)Nc1ccc2[nH]c(=O)[nH]c2c1	100	99	-11	108	-2	102	9	-6
Cc1cc(NC(=O)CSc2nnc(COc3cccc(C)c3C)n2Cc2ccco2)no1	97	96	0&-4	99	-2	97	-4	-2
